DAX1 inh-1 – DAX1 (NR0B1) inhibitors on StAR promoter, primary screen, cell-based, luminescence, SF-1 (NR5A1), full-length DAX-1; inhibition, % at 6.8 µM; HEK293T StAR-luciferase reporter, SF-1/DAX-1 repression relief; AID 652010, 2013; 1.1% of 370,000 active;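 active = inhibition above the mean over all tested compounds plus 3 SD, cut at about 3.6% in these data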;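 also: 0% = DAX-1 cells with DMSO and 100% = cells lacking DAX-1 with DMSO; higher inhibition means more luminescence from relief of DAX-1 repression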
HGIII-sPLA2 inh – human group III sPLA2 inhibitors, primary screen, biochemical, QFRET, BODIPY PC-A2 liposome substrate; Group 3 secretory phospholipase A2 (Homo sapiens), Q9NZ20; QFRET BODIPY PC-A2 liposome hydrolysis, fluorescence; inhibition, % at 12.2 µM; 0.56% of 370,000 active;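 active = inhibition above mean plus 3 SD of compounds lying within the high and low control bounds, cut at about 19% in these data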;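 also: 0% = median of test compound wells and 100% = no enzyme DMSO wells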
DAX1 inh-2 – DAX1 (NR0B1) inhibitors, primary screen, cell-based, HEK293, Gal4-DAX1, luciferase luminescence | Nuclear receptor subfamily 0 group B member 1 (Homo sapiens), P51843 | HEK293 Gal4-DAX1 luciferase reporter | inhibition, % at 6.75 µM | 0.99% of 340,000 active | AID 504766, 2011;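 active = inhibition above the mean over all tested compounds plus 3 SD, cut at about 4.2% in these data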;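 also: 0% = DAX1-transfected cells with DMSO and 100% = empty-vector control cells with DMSO; inhibition shows as a rise in luminescence from relieved DAX1 repression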
NR1D1 modulator – modulators of Rev-erb alpha DNA binding, primary screen, biochemical, FITC-DNA, fluorescence polarization, uHTS; Nuclear receptor subfamily 1 group D member 1 (Homo sapiens), P20393; Rev-erbα–FITC-DNA binding, 90 min; activity, % at 10 µM; 0.79% of 370,000 active;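 active = activity above about 14%, limit read from the data; passing the limit was not always enough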;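 also: 0% = DMSO wells with 35 nM protein and 100% = DMSO wells with 750 nM protein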
hcDAF12 agonist – H. contortus DAF-12 nuclear receptor activators, primary screen, cell-based, luminescence, HEK293, lit1-tk-luc reporter. HEK293 hcDAF-12 lit1-tk-luc reporter; 0% DMSO, 100% Δ7-dafachronic acid. activation, % at 6.8 µM. 1.4% of 370,000 active. AID 652067, 2013;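 active = activation above the mean of all tested compounds plus 3 SD, cut at about 5.5% in these data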;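 also: 100% = response to 3 µM Δ7-dafachronic acid high control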
PLC-beta3 inh – human PLC-beta3 inhibitors, primary screen, biochemical, fluorescence; 1-phosphatidylinositol 4,5-bisphosphate phosphodiesterase beta-3 (Homo sapiens), Q01970; Purified PLC-beta3, fluorogenic substrate; inhibition, % at 12.2 µM; 0.18% of 370,000 active; in the data active = inhibition above about 11%;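 also: 0% = median of compound wells on plate and 100% = full blocker control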
Target sequence (Q01970 whole entry, looked up): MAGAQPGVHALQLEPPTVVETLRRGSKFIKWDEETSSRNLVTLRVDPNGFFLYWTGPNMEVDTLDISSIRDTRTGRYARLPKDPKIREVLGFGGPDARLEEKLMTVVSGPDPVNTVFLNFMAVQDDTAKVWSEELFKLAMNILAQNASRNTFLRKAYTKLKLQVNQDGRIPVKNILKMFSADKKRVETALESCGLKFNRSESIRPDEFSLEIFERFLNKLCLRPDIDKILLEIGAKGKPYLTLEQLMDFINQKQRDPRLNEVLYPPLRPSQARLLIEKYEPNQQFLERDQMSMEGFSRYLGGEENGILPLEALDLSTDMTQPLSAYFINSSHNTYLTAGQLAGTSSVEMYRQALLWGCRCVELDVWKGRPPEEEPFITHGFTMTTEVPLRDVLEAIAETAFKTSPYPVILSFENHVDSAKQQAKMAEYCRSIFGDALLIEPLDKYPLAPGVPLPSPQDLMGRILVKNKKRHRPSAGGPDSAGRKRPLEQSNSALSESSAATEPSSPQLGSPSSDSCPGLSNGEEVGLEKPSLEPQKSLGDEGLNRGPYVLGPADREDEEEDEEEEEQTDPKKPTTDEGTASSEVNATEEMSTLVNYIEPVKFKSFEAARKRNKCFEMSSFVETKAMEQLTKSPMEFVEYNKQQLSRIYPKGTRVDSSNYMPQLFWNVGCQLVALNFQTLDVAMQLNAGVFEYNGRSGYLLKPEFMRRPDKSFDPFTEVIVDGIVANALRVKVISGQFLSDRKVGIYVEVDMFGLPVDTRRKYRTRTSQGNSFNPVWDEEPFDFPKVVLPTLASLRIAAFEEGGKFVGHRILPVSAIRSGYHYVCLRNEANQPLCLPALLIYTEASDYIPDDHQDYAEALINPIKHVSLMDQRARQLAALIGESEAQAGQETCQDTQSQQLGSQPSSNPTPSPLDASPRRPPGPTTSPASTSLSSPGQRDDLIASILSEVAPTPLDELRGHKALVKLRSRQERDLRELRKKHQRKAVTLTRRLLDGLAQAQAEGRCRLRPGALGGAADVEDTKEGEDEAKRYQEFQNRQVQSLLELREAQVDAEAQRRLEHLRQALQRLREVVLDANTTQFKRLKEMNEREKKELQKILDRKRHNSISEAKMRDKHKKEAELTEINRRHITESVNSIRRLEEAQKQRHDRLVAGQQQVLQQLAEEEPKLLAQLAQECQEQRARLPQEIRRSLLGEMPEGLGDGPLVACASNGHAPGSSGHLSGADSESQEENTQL
SMARCA2 act – SMARCA2 (BRM) function activators, primary screen, cell-based, luminescence, high throughput | MG213 cells, MMTV-luciferase reporter, dexamethasone, overnight | 1% of 370,000 active | activation, % at 9.1 µM; in the data active = activation above about 7.8%;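 also: 0% = vehicle wells and 100% = reference activator wells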
PG9 Ab binder – binders of HIV-1 gp120 antibody PG9, primary screen, biochemical, TR-FRET; HIV-1 gp120 / PG9 antibody interaction; TR-FRET gp120-PG9 antibody binding; inhibition, % at 6.7 µM; 0.43% of 360,000 active; AID 624416, 2012; in the data active = inhibition above about 8.5%
ssDAF-12 act – S. stercoralis DAF-12 nuclear receptor activators, primary screen, cell-based, luminescence, HEK293, GRIP1 co-expression, lit1-tk-luc. HEK293 ssDAF-12/GRIP1 lit1-tk-luc reporter; % of 3 µM dafachronic acid response. 1% of 370,000 active. activation, % at 6.8 µM;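 active = activation above the mean over all tested compounds plus 3 SD, cut at about 0.9% in these data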;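 also: 0% = DMSO-only wells and 100% = 3 µM delta7-dafachronic acid wells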
FXN GAA850 act – FXN promoter activators, primary screen, cell-based, luciferase luminescence, HEK293 lucGAA850. HEK293 lucGAA850 FXN promoter luciferase reporter, 24 h; percent of 10 µM SAHA response. activation, % at 6 µM. 0.56% of 360,000 active;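 active = activation above the average of all compounds screened plus 3 SD, cutoff fixed separately per campaign, cut at about 7.5% in these data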;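 also: 0% = DMSO wells and 100% = 10 µM SAHA wells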
hgDAF12 agonist – H. glycines DAF-12 receptor agonists, primary screen, cell-based, luminescence, HEK293, GAL4 fusion, UAS-luciferase; Nuclear hormone receptor DAF-12 (Heterodera glycines), GAL4 fusion; HEK293 GAL4-hgDAF12 UAS-luciferase reporter, agonist luminescence; normalized to butyrate control; activation, % at 6.8 µM; 1.8% of 370,000 active;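 active = activation above a cutoff set at the mean of all screened compounds plus 3 SD, cut at about 10% in these data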;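 also: 0% = DMSO wells and 100% = sodium butyrate wells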
Active calls of the source: *; i = inactive; . = not tested or not shown.

SMILES | DAX1 inh-1 | HGIII-sPLA2 inh | DAX1 inh-2 | NR1D1 modulator | hcDAF12 agonist | PLC-beta3 inh | SMARCA2 act | PG9 Ab binder | ssDAF-12 act | FXN GAA850 act | hgDAF12 agonist
COc1cc(-c2nc3ccc(N4CCN(C)CC4)cc3[nH]2)cc(OC)c1OC | 2.7 | 0 | 0.6 | -3 | 0.7 | i | -3 | -2.8 | 0.3 | 1.6 | 3.0
COc1ccc(/C=C(/NC(=O)c2ccc(Br)cc2)C(=O)Nc2cccc(C(=O)O)c2)cc1 | 3.5 | -10 | 1.8 | -3 | 4.3 | 1 | -1 | 3.3 | -1.1 | 2.1 | 1.0
Cc1[nH]nc2c1C(c1cccs1)C1=C(CC(C)(C)CC1=O)N2 (configuration not stated) | -0.2 | 3 | -0.1 | 1 | -1.4 | -82 | 1 | 1.9 | -1.0 | -1.9 | -0.7
CCOc1ncccc1C(=O)Nc1ccc(-c2ccc3nnc(C)n3n2)cc1 | 0.6 | 6 | -2.2 | 11 | -1.7 | -12 | -2 | 2.4 | -0.7 | 2.0 | -1.7
COc1cc2c(cc1OC)CN(C(=O)/C=C/c1cccs1)CC2 | 0.3 | 1 | -0.9 | 3 | -1.9 | -14 | -2 | -2.5 | -1.3 | -2.2 | 0.8
CC(=O)Nc1ccc(/C=N/NC(=O)c2cc(-c3ccco3)nc3ccccc23)cc1 | -0.8 | 8 | 3.5 | -1 | 0.9 | -272 | -2 | 0.8 | -0.1 | 1.9 | -0.1
COc1ccc(S(=O)(=O)N(C)CC(=O)NC2CCCCC2)cc1Cl | 0.4 | -5 | 0.1 | -2 | -1.0 | 3 | -2 | -0.9 | -1.4 | 1.5 | -1.0
CCN(CC)CCCNC(=S)N1CCn2c(nc3ccccc32)C1 | 0.2 | -7 | 1.0 | 5 | -1.1 | 3 | 5 | -1.8 | -1.9 | 0.5 | -0.5
CC(Oc1ccc(C(C)(C)C)cc1)C(=O)NC1CC(C)(C)NC(C)(C)C1 (configuration not stated) | -0.2 | 7 | -0.1 | 12 | -2.1 | -2 | 0 | 0.9 | -1.1 | 1.5 | -1.6
O=C(O)/C=C/c1ccc(S(=O)(=O)N(CCO)CCO)cc1 | 0.2 | 7 | 2.0 | 0 | -1.4 | 3 | -5 | -0.8 | -1.0 | -0.6 | 0.3
CCOC(=O)c1c(C)[nH]c(C(=O)CN2C(=O)C(=O)N(CC(C)C)C2=O)c1C | 0.3 | -5 | 2.3 | 1 | -1.8 | -6 | -1 | -0.4 | -1.6 | 0.8 | 2.4
COc1cc2c(cc1OC)C(C(=O)NCCN1CCOCC1)C1c3ccccc3CCN1C2=O (configuration not stated) | -0.7 | -2 | 0.2 | 0 | 0.2 | -3 | -3 | 1.2 | -1.2 | -0.9 | -2.5
O=c1cc(CN2CCCCCC2)nc2sccn12 | -0.4 | 1 | -0.7 | -3 | 0.0 | -44 | 0 | -1.6 | -0.7 | -0.1 | -0.3
O=C(CCCn1c(SCC(=O)Nc2ccccc2C(F)(F)F)nc2ccccc2c1=O)NCC1CCCO1 (configuration not stated) | -0.4 | -1 | 0.5 | -1 | -0.5 | -4 | -1 | -1.2 | -1.4 | -1.3 | -4.1
Cc1ccc(-c2cc(-c3cccs3)[nH]n2)c(O)c1 | 4.3* | -42 | 3.3 | 0 | 19* | 5 | 6 | -0.1 | 2.3* | 0.7 | 19*
CC(NC(=O)CSc1nnc2n1CCCCC2)c1ccccc1Cl (configuration not stated) | 1.3 | 7 | 1.8 | -2 | -1.7 | -10 | -3 | 0.4 | -1.1 | 0.0 | 1.3
O=C(NCc1ccccc1F)c1ccc2ccccc2n1 | -0.2 | 0 | 0.8 | 0 | 0.8 | -5 | 4 | -0.9 | -0.6 | 0.5 | 0.9
Cc1cc(NC(=O)CCC(=O)N(CCC(C)C)C(C(=O)NC2CCCC2)c2cccnc2)no1 (configuration not stated) | -0.2 | 3 | 1.9 | -2 | -1.0 | 3 | -3 | -1.4 | -1.3 | 0.7 | 1.5
COc1ccc(NS(=O)(=O)c2cc(OC)ccc2NC(=O)c2cc(C)oc2C)cc1 | -2.0 | -19 | -2.4 | -7 | 1.9 | 5 | 1 | 0.7 | -1.6 | -6.0 | 2.2
COC(=O)CN(C(=S)Nc1ccc(Cl)cc1)C1CC(=O)N(c2ccc(OC)cc2)C1=O (configuration not stated) | -0.4 | -25 | 0.8 | -4 | -1.1 | 3 | -2 | 0.1 | -1.9 | 1.9 | 0.1

Random excerpt: six entries already listed.
SMILES | DAX1 inh-1 | HGIII-sPLA2 inh | DAX1 inh-2 | NR1D1 modulator | hcDAF12 agonist | PLC-beta3 inh | SMARCA2 act | PG9 Ab binder | ssDAF-12 act | FXN GAA850 act | hgDAF12 agonist
COc1ccc(NS(=O)(=O)c2cc(OC)ccc2NC(=O)c2cc(C)oc2C)cc1 | -2.0 | -19 | -2.4 | -7 | 1.9 | 5 | 1 | 0.7 | -1.6 | -6.0 | 2.2
CC(NC(=O)CSc1nnc2n1CCCCC2)c1ccccc1Cl (configuration not stated) | 1.3 | 7 | 1.8 | -2 | -1.7 | -10 | -3 | 0.4 | -1.1 | 0.0 | 1.3
O=C(CCCn1c(SCC(=O)Nc2ccccc2C(F)(F)F)nc2ccccc2c1=O)NCC1CCCO1 (configuration not stated) | -0.4 | -1 | 0.5 | -1 | -0.5 | -4 | -1 | -1.2 | -1.4 | -1.3 | -4.1
Cc1ccc(-c2cc(-c3cccs3)[nH]n2)c(O)c1 | 4.3* | -42 | 3.3 | 0 | 19* | 5 | 6 | -0.1 | 2.3* | 0.7 | 19*
CCOC(=O)c1c(C)[nH]c(C(=O)CN2C(=O)C(=O)N(CC(C)C)C2=O)c1C | 0.3 | -5 | 2.3 | 1 | -1.8 | -6 | -1 | -0.4 | -1.6 | 0.8 | 2.4
COC(=O)CN(C(=S)Nc1ccc(Cl)cc1)C1CC(=O)N(c2ccc(OC)cc2)C1=O (configuration not stated) | -0.4 | -25 | 0.8 | -4 | -1.1 | 3 | -2 | 0.1 | -1.9 | 1.9 | 0.1

Later entries.
SMILES | DAX1 inh-1 | HGIII-sPLA2 inh | DAX1 inh-2 | NR1D1 modulator | hcDAF12 agonist | PLC-beta3 inh | SMARCA2 act | PG9 Ab binder | ssDAF-12 act | FXN GAA850 act | hgDAF12 agonist
C/C(=N\NC(=O)c1ccncc1)c1cc2ccccc2o1 | -0.3 | 5 | 1.0 | 0 | -0.5 | 2 | 0 | -1.1 | -1.6 | 0.9 | 0.6
Cc1cccc(NC(=O)N2CCCC2C(=O)NCc2cccs2)c1 (configuration not stated) | 0.4 | 1 | 0.0 | 6 | 0.5 | 5 | 1 | 0.1 | -1.2 | -0.7 | -0.7
Cn1c(CO)cnc1SCC(=O)c1ccc(F)cc1 | 0.5 | -3 | 1.3 | -4 | 0.8 | -7 | 0 | -0.1 | -0.8 | 2.8 | 2.2
COc1ccc(N(C(=O)CNC(=O)c2cccs2)C(C(=O)NC2CCCC2)c2ccncc2)cc1 (configuration not stated) | 0.2 | 5 | 3.4 | -4 | -0.5 | 0 | -5 | -1.3 | -0.6 | -1.1 | -0.3
CC1=NN(c2ccccc2)C(=O)C1N=Nc1ccc(S(N)(=O)=O)cc1 (configuration not stated) | 0.0 | -1 | -1.6 | 2 | -2.0 | -4 | 1 | -2.5 | -1.1 | 0.9 | -3.4
COc1ccccc1-c1c(C(F)(F)F)oc2cc(OCC(=O)Nc3ccccc3C(F)(F)F)ccc2c1=O | -0.4 | 6 | -1.4 | 2 | 4.1 | -4 | 0 | 12* | -1.1 | 4.1 | 0.5
CC(C)C[C@@H](CN1CCC[C@H]1CN1C(=O)C(=O)NC[C@@H]1Cc1ccc(O)cc1)N1C[C@H](Cc2ccccc2)N(CC2CCCCCC2)C(=O)C1=O | 0.8 | -12 | . | -3 | 0.8 | 3 | -3 | -0.2 | -1.5 | . | 1.6
Cc1ccc(C(=O)N2CCN(c3ncccn3)CC2)c(C)c1 | 0.1 | -4 | -0.3 | -8 | 0.8 | -1 | 0 | -1.2 | -0.7 | 0.6 | 3.0
COc1ccc(CCNC(=O)CSc2ccc(-c3ccco3)nn2)cc1OC | 0.7 | 2 | -0.4 | -8 | -2.2 | -4 | -2 | -0.5 | -1.2 | -0.7 | 1.9
COc1ccc(/C=N/N2C(=O)C3C4C=CC(C4)C3C2=O)cc1[N+](=O)[O-] (configuration not stated) | 0.2 | 6 | -0.6 | -3 | 0.9 | -6 | -1 | -0.1 | -1.5 | 1.8 | 0.5
NS(=O)(=O)c1cccc(NC(=O)c2cccc(N3C(=O)c4ccccc4C3=O)c2)c1 | -0.9 | 5 | -1.0 | 1 | -1.7 | -4 | -3 | -0.5 | -1.2 | -2.1 | 1.0
O=C(Nc1ccc(Cc2ccncc2)cc1)C1CCC(N2C(=O)C3CCCCC3C2=O)CC1 (configuration not stated) | -0.4 | -15 | -0.3 | 5 | -2.6 | 2 | -3 | 1.0 | -2.0 | 0.2 | -3.0
COc1cc(NC(=O)C2CCCCN2)ccc1OCC(C)C (configuration not stated) | 0.1 | -6 | -1.0 | -1 | -0.9 | 4 | 0 | 0.2 | -1.1 | 0.0 | 0.8
CCOC(=O)/C(C#N)=C1/SC(CCO)C(=O)N1c1ccccc1 (configuration not stated) | 0.3 | -2 | 0.4 | -7 | 0.6 | -3 | -2 | -2.3 | -1.4 | -0.5 | 5.1
CC1(C(=O)NC2CCN(Cc3ccccc3)CC2)CCN1CCc1ccccc1 (configuration not stated) | 1.2 | -5 | . | -1 | 0.3 | 3 | 0 | 0.6 | -0.7 | -0.5 | -0.1
CC(=O)NN1C(=O)/C(=C\c2ccc(C)cc2)SC1=S | -0.1 | -6 | -0.6 | 4 | -0.8 | -1 | 2 | -2.8 | -0.5 | -1.3 | 0.3
CCN(C(=O)COC(=O)C1=COCCO1)c1c(N)n(Cc2ccccc2)c(=O)[nH]c1=O | 1.8 | 7 | -0.2 | -8 | 3.2 | 1 | -1 | -0.7 | -0.5 | 1.5 | 0.6
COc1ccc2c(ccc[n+]2CC(=O)c2ccccc2)c1 | -0.6 | 0 | -0.4 | -2 | -0.7 | -83 | -1 | 1.3 | -1.8 | 0.4 | 0.7

From PubChem BioAssay
